Efflux pump mplx = inhibitors of Candida efflux pumps in yeast, primary screen, S. cerevisiae, Nile Red, multiplex; inhibition, % at 10 µM; S. cerevisiae Candida pump triplex; 330,000 tested, 0.44% active;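 active = plate passing quality check with inhibition over a set limit, or well fluorescence over plate mean plus 4 SD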;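 also: Nile Red retained in pooled yeast measured as flow cytometry median fluorescence; 0% = buffer negative control and 100% = Enniatin B positive control; higher means more Nile Red kept so more efflux inhibition; some compounds called inactive have numbers as strong as hits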
VLA-4 inh = inhibition in human VLA-4 binding assay, primary screen, VLA-4 allosteric modulator project, MLPCN library, flow cytometry, VLA-4 expressing cells; Integrin alpha-4 (Homo sapiens), P13612; 330,000 tested, 0.2% active; inhibition, % (about 7 µM as worked out from the volumes in the protocol); ligand binding flow cytometry; in the data active = inhibition above about 50%
MEX-5 binding = MEX-5 zinc finger RNA-binding disruptors – biochemical, C. elegans, fluorescence polarization, MLPCN library, primary screen. activity score (negative = inhibition of binding), % at 10 µM. 300,000 tested, 0.38% active. AID 1832, 2009. MEX-5/FITC-TCR2 RNA binding; hits give low values. Zinc finger protein mex-5 (Caenorhabditis elegans), Q9XUB2;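 active = inhibition past about -25% in most replicates, and total fluorescence under double the plate's negative control median, limit read from the data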;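 also: 0% = DMSO and -100% = 5 µM competing unlabeled TCR2 RNA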
Target sequence (Q9XUB2 whole entry, looked up): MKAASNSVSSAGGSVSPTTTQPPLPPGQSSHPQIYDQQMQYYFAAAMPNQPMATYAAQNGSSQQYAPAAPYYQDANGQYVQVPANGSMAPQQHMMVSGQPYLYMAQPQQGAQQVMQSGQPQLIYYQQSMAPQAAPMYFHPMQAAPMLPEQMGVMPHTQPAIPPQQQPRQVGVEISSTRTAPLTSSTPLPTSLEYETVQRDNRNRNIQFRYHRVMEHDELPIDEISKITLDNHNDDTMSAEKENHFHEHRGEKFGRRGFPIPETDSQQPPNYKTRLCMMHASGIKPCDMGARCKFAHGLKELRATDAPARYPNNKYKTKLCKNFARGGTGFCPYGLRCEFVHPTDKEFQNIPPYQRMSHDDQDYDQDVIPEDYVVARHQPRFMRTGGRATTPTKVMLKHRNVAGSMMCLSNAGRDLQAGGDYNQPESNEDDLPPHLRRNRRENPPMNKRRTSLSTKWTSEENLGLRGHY
BCLXL inh = inhibitors of human Bcl-xL, primary screen, biochemical, fluorescence polarization, HTS. 320,000 tested, 0.7% active. GST-Bcl-xL / FITC-Bim BH3 peptide fluorescence polarization. Bcl-2-like protein 1 (Homo sapiens), Q07817. inhibition, % at 10.9 µM;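 active = inhibition above the mean of all tested compounds plus 3 SD, cutoff set per campaign, cut at about 30% in these data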;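 also: 0% = DMSO wells and 100% = unlabeled Bim-BH3 peptide competitor; inhibitors lower millipolarization by displacing the labeled peptide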
PME-1 primary = PME-1 inhibitors via competitive probe labeling, primary screen, biochemical, fluorescence polarization, FP-Rh probe, HTS. recombinant PME-1. inhibition, % at 5.9 µM. 320,000 tested, 0.53% active. AID 2130, 2009;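 active = inhibition above the campaign mean of all compounds plus 3 SD, cut at about 26% in these data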;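 also: competitive labeling of PME-1 active site by serine hydrolase directed probe; 0% = PME-1 with DMSO and 100% = wells lacking PME-1 enzyme; inhibitors block probe labeling so polarization falls and inhibition rises; many of its hits are not listed in these tables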
GLD-1 TGE inh = GLD-1/TGE RNA complex disruptors, primary screen, biochemical, fluorescence polarization. Female germline-specific tumor suppressor gld-1 (Caenorhabditis elegans), Q17339. purified GLD-1 + fluorescein TGE RNA. inhibition, % at 5.96 µM. 320,000 tested, 0.44% active. AID 2280, 2010;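 active = percent inhibition above a per-plate cutoff, the plate mean of test compounds plus 3 SD, cut at about 30% in these data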;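 also: 0% = DMSO wells with GLD-1 and probe and 100% = wells lacking GLD-1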
Target sequence (Q17339 whole entry, looked up): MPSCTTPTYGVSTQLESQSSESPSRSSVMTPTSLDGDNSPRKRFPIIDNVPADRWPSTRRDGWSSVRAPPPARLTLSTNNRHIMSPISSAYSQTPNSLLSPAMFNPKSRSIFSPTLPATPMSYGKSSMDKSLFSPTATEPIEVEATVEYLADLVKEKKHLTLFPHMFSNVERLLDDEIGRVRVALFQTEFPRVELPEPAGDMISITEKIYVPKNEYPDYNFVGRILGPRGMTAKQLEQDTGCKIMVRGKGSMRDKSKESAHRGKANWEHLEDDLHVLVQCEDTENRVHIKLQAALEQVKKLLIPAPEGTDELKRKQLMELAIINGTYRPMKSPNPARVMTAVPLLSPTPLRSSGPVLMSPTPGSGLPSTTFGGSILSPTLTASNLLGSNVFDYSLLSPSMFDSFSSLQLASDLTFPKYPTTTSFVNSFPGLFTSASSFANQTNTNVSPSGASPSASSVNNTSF
MCL1-BIM inh = inhibitors of MCL1 binding to BIM-BH3, primary screen, biochemical, fluorescence polarization; Induced myeloid leukemia cell differentiation protein Mcl-1 (Homo sapiens), Q07820; GST-MCL1 / FITC-Bim-BH3 fluorescence polarization; inhibition, % at 10.9 µM; 320,000 tested, 0.68% active;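 active = inhibition above the mean inhibition of all tested compounds plus 3 SD, set per campaign, cut at about 40% in these data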;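 also: 0% = DMSO wells and 100% = unlabeled Bim-BH3 peptide control; higher means more loss of mP so more displacement of Bim peptide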
Fam108B counter = mouse Fam108B serine hydrolase inhibitors, primary screen, counter-screen for RBBP9 inhibitor project, biochemical, fluorescence polarization; recombinant Fam108B, FP-Rh probe fluorescence polarization; inhibition, % at 9.51 µM; 300,000 tested, 0.33% active; AID 1947, 2009;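 active = inhibition above the screen mean inhibition plus 3 SD, computed separately per campaign, cut at about 18% in these data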;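 also: inhibitors lower polarization as less probe binds the enzyme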
GRK2 inh = compounds blocking aptamer binding on GRK2 – biochemical, human GRK2, bead flow cytometry, HTS, primary screen; Beta-adrenergic receptor kinase 1 (Homo sapiens), P25098; FAM-aptamer displacement from GRK2; inhibition of aptamer binding, % at 10 µM; 330,000 tested, 0.59% active; AID 488847, 2010;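 active = inhibition of aptamer binding above 40%, roughly 3 SD of noise, on plates passing a quality check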;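 also: median bead fluorescence of bound FAM aptamer so fluorescent compounds give negative values; no value below 0 was filed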
An asterisk follows results filed as active; . = not tested or not shown.

#	SMILES	Efflux pump mplx	VLA-4 inh	MEX-5 binding	BCLXL inh	PME-1 primary	GLD-1 TGE inh	MCL1-BIM inh	Fam108B counter	GRK2 inh
1	O=C(c1cc2ccccc2o1)N1CCN(S(=O)(=O)c2cccs2)CC1	0.1	14	1.4	3	4	4	-11	1	5
2	O=C(Cn1cnc2c(nnn2Cc2ccc(F)cc2)c1=O)Nc1cccc(F)c1	-0.1	-1	0.6	3	-7	-4	-1	-2	0
3	O=C(Nc1ccc(N2CCOCC2)nc1)c1ccc(Cl)cc1	-0.1	-2	-3.8	5	7	3	3	4	4
4	COc1cccc(NC(=O)CN(C)C(=O)c2ccc(N3CCOCC3)c([N+](=O)[O-])c2)c1	-0.1	-8	-0.4	-1	-4	6	-4	3	2
5	COc1ccc(NCC(=O)N/N=C/c2ccc3c(c2)OCCO3)cc1	-1.3	-4	-0.7	0	7	-2	3	-4	2
6	CC(C)(C)c1cc(C(=O)NNC(=O)c2ccc(C(F)(F)F)cc2)no1	-0.1	28	-2.1	7	-2	7	5	2	0
7	O=S(=O)(c1cccc(Cl)c1)N1CCC(c2nc3ccccc3[nH]2)CC1	0.0	-4	-0.8	3	-2	0	2	-1	0
8	CNS(=O)(=O)c1cccc(C(=O)OCC(=O)Nc2ccc(Cl)cc2F)c1	0.0	4	1.6	-1	1	1	-2	8	0
9	Cc1csc(NC(=O)c2cc(=O)[nH]c3ccccc23)n1	-0.1	-1	-4.8	-9	-3	4	-5	-3	0
10	CCOc1ccccc1CN1CCCC(CNS(=O)(=O)c2ccc(OC)cc2)C1 (stereo not given)	0.2	13	.	-5	-1	-8	-13	-2	6
11	COc1ccc(C2/C(=C(/O)c3ccc(Br)cc3)C(=O)C(=O)N2C)cc1 (stereo not given)	0.3	12	-0.9	2	-2	2	5	-2	3
12	Cc1ccc(Oc2c(C)nc(-c3ccccc3)[nH]c2=O)cc1	0.0	6	4.5	8	2	-2	6	2	1
13	Cc1ccc(Cn2c(CN(C)Cc3ccccc3)nc3c2c(=O)n(C)c(=O)n3C)cc1	0.0	-8	2.2	8	-4	-1	5	-3	2
14	CC1=NN(C(=O)c2ccccc2Br)C(O)(c2cccnc2)C1 (stereo not given)	0.0	-7	2.6	3	-5	1	6	-3	0
15	Cc1ccc(-c2c[n+](CC(=O)OCc3ccccc3)c3n2CCC3)cc1	0.2	23	1.6	0	1	4	-2	0	2
16	CC(C)(C)NS(=O)(=O)c1ccc(NC(=O)Cc2ccccc2[N+](=O)[O-])cc1	-0.4	10	1.1	-1	3	0	-2	4	5
17	COc1ccc(C2CC2/C(=N/O)c2ccccn2)cc1 (stereo not given)	0.0	12	-0.4	5	3	3	0	-1	2
18	Cc1ccc(S(=O)(=O)N/N=C\c2cc3c(cc2Br)OCO3)cc1	0.0	.	-0.8	3	0	7	1	3	2
19	COc1ccc(C(=O)COC(=O)c2cccs2)cc1	-0.2	26	.	.	.	4	.	.	7
20	Cc1sc2ncnc(N3CCC(C(=O)NNC(=O)COc4ccccc4Cl)CC3)c2c1C	0.1	2	0.0	-10	-2	6	-18	1	4
21	Cc1ccc2cc(NC(=O)CC(CC(=O)O)c3ccccc3)ccc2n1 (stereo not given)	0.0	9	3.7	12	-6	3	0	-7	0
22	COC(=O)COc1cccc2c(=O)n(CC(=O)N3CCC(C)CC3)ccc12	-0.2	-18	2.2	3	-1	-2	-1	6	2
23	O=C(NCc1ccc(F)cc1)c1cc2sccc2n1Cc1ccc(F)cc1	-0.2	-13	0.5	-6	-1	1	-5	-7	0
24	CCNc1nc(C(=O)O)nc(N2CCOCC2)n1	-0.1	0	-3.4	1	3	-3	4	0	0
25	COc1ccc(N2CCN(C(=O)CCC(=O)N3CC(C)Oc4ccccc43)CC2)cc1 (stereo not given)	-0.2	4	2.5	2	-5	1	2	1	0

Additional results:
#	SMILES	Efflux pump mplx	VLA-4 inh	MEX-5 binding	BCLXL inh	PME-1 primary	GLD-1 TGE inh	MCL1-BIM inh	Fam108B counter	GRK2 inh
26	CCCCCCSc1cc(-c2nc3cnccn3c2NCCCC)ccc1OC	0.5	-12	.	.	.	7	.	.	1
27	COC(=O)CCC(=O)OC1(C)C(=O)C=C2C=C(C3CC3)N(Cc3ccc(OC)cc3)C=C2C1=O (stereo not given)	-0.1	8	-16	37*	3	27	35	-1	7
28	Cc1nn(C2CCS(=O)(=O)C2)c(Cl)c1/C=C/C(=O)OCC(=O)c1cc(C)n(-c2ccc(F)cc2)c1C (stereo not given)	-0.1	0	-0.8	2	6	1	10	-2	0
29	COc1ccccc1C1CCN(Cc2ccc(C)cc2)CC1	0.1	5	2.6	-5	-5	-3	-9	1	23
30	Cc1cc(-c2nnc(SCC(=O)Nc3ccc(F)cc3F)n2N)n[nH]1	0.4	50*	1.0	4	2	0	3	-6	1
31	CC(=O)Nc1ccc(OCC(O)CN2C(C)CCCC2C)cc1 (stereo not given)	-0.1	5	-0.5	6	-5	-1	4	2	5
32	O=C(Nc1ccc2c(c1)OCO2)c1ccc(CO)cc1	0.1	20	.	4	-4	7	5	.	1
33	COc1ccc(Cl)cc1NC(=O)CN1CCCCCC1	0.1	10	-1.9	4	0	-5	2	2	1
34	Cc1ccccc1C(=O)Nc1ccc2c(c1)C(=O)NC2=O	0.4	37	0.7	1	1	4	-2	-4	6
35	Cc1ccnc(NC(=O)c2ccc(S(=O)(=O)N3CCCCC3)cc2)c1	0.2	-14	.	3	-4	-3	-2	.	0
36	Cc1ccc(-c2nnc(SCC(=O)N3CC(C)CC(C)C3)o2)cc1C (stereo not given)	-0.3	17	0.9	0	-2	4	-6	0	0
37	Cc1cc(NC(=O)c2ccoc2C)ccc1Br	-0.3	9	.	1	-6	-1	-1	.	0
38	Cc1cc(OCCn2ccnc2)cc(C(C)C)c1	0.1	-8	-1.3	0	7	-1	-9	3	0
39	Cc1nc(SCc2ccc([N+](=O)[O-])cc2)nc2ccccc12	0.2	-2	-0.3	-3	5	5	-3	-2	1
40	COc1cc(C2NC(=O)NC(C)=C2C(C)=O)ccc1O (stereo not given)	0.0	-11	0.8	4	-1	-2	0	6	0
41	CCCOc1ccc(-c2nc(N3CCN(C)CC3)c3ccccc3n2)cc1	1.0*	-2	0.9	3	-6	0	6	-9	0
42	CCOC(=O)c1cc(C(=O)Nc2ccc(S(=O)(=O)Nc3ccc(OC)cc3)cc2)nn1C	-0.1	-11	-2.8	3	-13	-2	-1	-12	0
43	Cc1cc(Br)ccc1NC(=O)CN(C)Cc1cccs1	-0.1	2	1.6	0	4	1	-3	1	1
44	CC(C)C(=O)NNC(=O)c1csc(CS(=O)(=O)c2ccc(Cl)cc2)n1	0.4	34	-2.3	-3	-4	-2	-15	-5	0
45	Cc1[nH]ccc(=O)c1Cc1c(Cl)cccc1Cl	-0.2	10	0.7	3	10	3	-2	-1	2
46	O=C(CCC(=O)NNC(=O)c1ccc(Cl)cc1Cl)NCc1ccccc1	0.0	9	.	-2	2	-4	7	.	4
47	Cc1ccc(C)c(S(=O)(=O)N2CCN(C(=O)CCc3c[nH]c4ccccc34)CC2)c1	0.0	-2	.	7	7	7	5	.	1
48	COc1ccc(C(=O)NC2CCN(C(=S)NCCc3ccccc3)CC2)cc1	0.0	-5	-0.3	5	-4	8	11	5	0
49	CC(NC(=O)C1CCN(c2nnc(N3CCCC3=O)s2)CC1)c1ccccc1 (stereo not given)	0.1	-15	-3.0	7	-7	8	0	2	3
50	O=C(NCc1ccc(F)cc1)C1CCCN1C(=O)Nc1ccccc1 (stereo not given)	0.0	-7	-0.2	6	2	0	1	5	2

Profiles as entered above.
O=C(CCC(=O)NNC(=O)c1ccc(Cl)cc1Cl)NCc1ccccc1 across the screens: Efflux pump mplx = 0.0; VLA-4 inh = 9; MEX-5 binding = .; BCLXL inh = -2; PME-1 primary = 2; GLD-1 TGE inh = -4; MCL1-BIM inh = 7; Fam108B counter = .; GRK2 inh = 4
Cc1cc(-c2nnc(SCC(=O)Nc3ccc(F)cc3F)n2N)n[nH]1 across the screens: Efflux pump mplx = 0.4; VLA-4 inh = 50*; MEX-5 binding = 1.0; BCLXL inh = 4; PME-1 primary = 2; GLD-1 TGE inh = 0; MCL1-BIM inh = 3; Fam108B counter = -6; GRK2 inh = 1
CC(NC(=O)C1CCN(c2nnc(N3CCCC3=O)s2)CC1)c1ccccc1 (stereo not given) across the screens: Efflux pump mplx = 0.1; VLA-4 inh = -15; MEX-5 binding = -3.0; BCLXL inh = 7; PME-1 primary = -7; GLD-1 TGE inh = 8; MCL1-BIM inh = 0; Fam108B counter = 2; GRK2 inh = 3

Next structures.
#	SMILES	Efflux pump mplx	VLA-4 inh	MEX-5 binding	BCLXL inh	PME-1 primary	GLD-1 TGE inh	MCL1-BIM inh	Fam108B counter	GRK2 inh
51	Cc1cccc(N2C(=O)c3cccnc3C2=O)c1	-0.3	2	-2.3	4	0	-3	7	0	0
52	Cc1ccc(Nc2nc3ccc(Cl)cc3n3cnnc23)cc1F	0.2	-4	17	-1	2	-1	2	-4	1
53	O=[N+]([O-])c1ccc(/C=N/n2c(COc3ccccc3)n[nH]c2=S)cc1	-0.1	6	1.3	-37	5	4	-17	6	1
54	COc1ccc(CN=C2NN=C(c3cccc(OC)c3)CS2)cc1	-0.1	1	0.8	13	-7	2	1	-8	0
55	CC(C)C[C@H](NC(=O)N1CC(=O)Nc2ccccc21)C(=O)N[C@@H](Cc1ccccc1)C(=O)O	0.0	44	3.0	1	1	4	4	1	4

From PubChem

A portion of the library, so the mix of outcomes need not match the whole.
